QS inhibitor: inhibitors of bacterial quorum sensing in S. aureus; S. aureus RN6390 RNAIII-GFP reporter, AIP-induced, flow cytometry 3 h; 0.3% of 24,000 active; inhibition, % at 2 µM;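 active = share of bacteria positive for the green fluorescent reporter and its mean brightness both inhibited by 50% or more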;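 also: 0% = AIP-stimulated control and 100% = unstimulated bacteria without AIP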
QS inhibitor GFP MFI %: second read-out of QS inhibitor, no call of its own (marks repeat the call); inhibition, %; measured here: inhibition of GFP MFI
* = called active by the depositor. Not all compounds are listed; rates above refer to the full screens.

Start of the listing, in advance, 4 compounds:
c1ccc(CNc2ncnc3ccccc23)cc1 was read as QS inhibitor 1 and QS inhibitor GFP MFI % 16.
For CCOC(=O)c1cc2c(=O)n(C)c3ccccc3c2s1 the results were QS inhibitor 4 and QS inhibitor GFP MFI % 17.
`O=C(O)C1C2C=CC(O2)C1C(=O)NCc1ccc(Cl)cc1` (stereo unspecified) gave QS inhibitor 0 and QS inhibitor GFP MFI % 13.
For CC(=O)n1nc(-c2ccco2)nc1SCc1ccccc1 the results were QS inhibitor -1 and QS inhibitor GFP MFI % -19.

Results, from the first entry:
c1ccc(CNc2ncnc3ccccc23)cc1 was read as QS inhibitor 1 and QS inhibitor GFP MFI % 16.
For CCOC(=O)c1cc2c(=O)n(C)c3ccccc3c2s1 the results were QS inhibitor 4 and QS inhibitor GFP MFI % 17.
`O=C(O)C1C2C=CC(O2)C1C(=O)NCc1ccc(Cl)cc1` (stereo unspecified) gave QS inhibitor 0 and QS inhibitor GFP MFI % 13.
For CC(=O)n1nc(-c2ccco2)nc1SCc1ccccc1 the results were QS inhibitor -1 and QS inhibitor GFP MFI % -19.
`CCOC(=O)N1CCC(NC(=O)c2cn(-c3ccc(OC)cc3)c(=O)c3ccccc23)CC1` gave QS inhibitor -4 and QS inhibitor GFP MFI % -6.
For CCOC(=O)c1[nH]c(C)c(C(=O)Nc2ccc(Cl)cc2)c1C the results were QS inhibitor -1 and QS inhibitor GFP MFI % -16.
For CCCNC(=O)c1ccccc1NC(=O)CN(c1ccccc1OCC)S(C)(=O)=O the results were QS inhibitor 1 and QS inhibitor GFP MFI % 11.
Screening CCOC(=O)C1CCCN(c2c(NCCCN(CC)c3cccc(C)c3)c(=O)c2=O)C1 (stereo unspecified) returned QS inhibitor -5 and QS inhibitor GFP MFI % -4.
For CCOc1cc(/C=N/n2cnnc2)c(Br)cc1O the results were QS inhibitor -2 and QS inhibitor GFP MFI % -9.
O=C(COc1ccc2c(c1)OCO2)NC12CC3CC(CC(C3)C1)C2 was read as QS inhibitor 0 and QS inhibitor GFP MFI % 1.
For COC(=O)NCCOC(=O)N(O)c1ccc(Br)cc1 the results were QS inhibitor 1 and QS inhibitor GFP MFI % 3.
Screening Cc1ccccc1NC(=O)CN1C(=O)COc2ccc(Cl)cc21 returned QS inhibitor -4 and QS inhibitor GFP MFI % -45.
`CCN(CC)C(=O)c1sc2nc(-c3cccs3)cc(-c3cccs3)c2c1N` gave QS inhibitor -1 and QS inhibitor GFP MFI % -38.
`Cn1c(C(=O)O)c(CC(=O)Nc2ccc(F)cc2F)c2ccccc21` gave QS inhibitor 0 and QS inhibitor GFP MFI % 1.
Screening CCNC(=O)C1CC(=O)N(Cc2ccc3c(c2)OCO3)C(=Nc2ccc(F)cc2)S1 (stereo unspecified) returned QS inhibitor 1 and QS inhibitor GFP MFI % 11.
O=c1c2ccccc2nc2n1CCN2 was read as QS inhibitor -1 and QS inhibitor GFP MFI % 1.
For COc1ccccc1-n1nc(C(=O)NCc2ccco2)c2ccccc2c1=O the results were QS inhibitor 5 and QS inhibitor GFP MFI % 16.
`CC(=O)NC(C)C(=O)OCc1ccc(Cl)cc1Cl` (stereo unspecified) gave QS inhibitor -4 and QS inhibitor GFP MFI % -17.
COCCn1c(C23CC4CC(CC(C4)C2)C3)n[nH]c1=S was read as QS inhibitor 0 and QS inhibitor GFP MFI % 10.
`O=C(NCc1ccco1)c1ccc2c(=O)n(CCC3=CCCCC3)c(=O)[nH]c2c1` gave QS inhibitor -2 and QS inhibitor GFP MFI % -24.
CC(C)(C)NC(=O)CN(C(=O)CS(=O)CC(=O)Nc1ccc(F)cc1)c1ccc(Cl)cc1 (stereo unspecified) was read as QS inhibitor 2 and QS inhibitor GFP MFI % 12.
Screening CCOC(=O)N1CCC(Nc2c(NCCCN(CC)c3cccc(C)c3)c(=O)c2=O)CC1 returned QS inhibitor 0 and QS inhibitor GFP MFI % 4.
For CN(C)C(CNC(=O)NC1CCCCC1)c1cccnc1 (stereo unspecified) the results were QS inhibitor 0 and QS inhibitor GFP MFI % -3.
CCOC(=O)N1CCN(C(=O)c2ccc(N3C(=O)c4ccccc4C3=O)cc2)CC1 was read as QS inhibitor 2 and QS inhibitor GFP MFI % 12.
`CCOc1ccccc1Nc1cc(C)nc2nc(C)nn12` gave QS inhibitor 0 and QS inhibitor GFP MFI % -1.
Screening O=C(NC1CCCCC1)c1ccc2c(=O)n(CC3CCCO3)c(=O)[nH]c2c1 (stereo unspecified) returned QS inhibitor 4 and QS inhibitor GFP MFI % 20.
Screening Cc1ccc(-c2nnc3ccc(SCC(=O)NCc4ccco4)nn23)cc1 returned QS inhibitor 1 and QS inhibitor GFP MFI % 0.
For Cc1cccc(Cc2c(C)nc3nc(SCC(=O)NCc4ccco4)nn3c2C)c1 the results were QS inhibitor -1 and QS inhibitor GFP MFI % 0.
`CC(=O)c1cc2c(O)c(O)ccc2o1` gave QS inhibitor -4 and QS inhibitor GFP MFI % -4.
For CCN1CCN(CCNC(=O)C2CCCN(Cc3nc(-c4cccc(Cl)c4)oc3C)C2)CC1 (stereo unspecified) the results were QS inhibitor 0 and QS inhibitor GFP MFI % 4.
Screening CCOc1ccc(N(CC(=O)OC)S(=O)(=O)c2ccc(OC)c(OC)c2)cc1 returned QS inhibitor -1 and QS inhibitor GFP MFI % -6.
For COc1ccc(-n2c(Cn3c(=O)sc4ccccc43)nnc2SCC(=O)N2CCCC2)cc1 the results were QS inhibitor -4 and QS inhibitor GFP MFI % -10.
O=C(C1CC1)N1CCc2cc(Br)cc(S(=O)(=O)N3CCCCCC3)c21 was read as QS inhibitor -7 and QS inhibitor GFP MFI % -16.
Screening Cc1cc(C)c(C#N)c(Nc2ccc3c(c2)OCCO3)n1 returned QS inhibitor -3 and QS inhibitor GFP MFI % -11.
For CCOC(=O)N1CCC(NC(=O)C2CCCN(c3nc4ccccc4o3)C2)CC1 (stereo unspecified) the results were QS inhibitor 4 and QS inhibitor GFP MFI % 16.
CCOC(=O)N1CCC(Nc2nc3ccccc3n3cnnc23)CC1 was read as QS inhibitor -1 and QS inhibitor GFP MFI % 12.
`CCN(CC)C(=O)C1CCCc2c1[nH]c1ccc(Cl)cc21` (stereo unspecified) gave QS inhibitor 2 and QS inhibitor GFP MFI % 46.
For CC(C)(C)c1ccc(C(=O)Nc2cnccn2)cc1 the results were QS inhibitor 0 and QS inhibitor GFP MFI % 5.
For O=C(Cn1c(=O)oc2cc(S(=O)(=O)NCc3ccccc3)ccc21)NCc1ccco1 the results were QS inhibitor -1 and QS inhibitor GFP MFI % 4.
`COc1ccc(N(CC(=O)N2CCc3ccccc3C2)S(=O)(=O)c2c(C)nn(C)c2C)cc1` gave QS inhibitor 0 and QS inhibitor GFP MFI % -6.

Already shown: an excerpt of the list.
Screening Cc1cc(C)c(C#N)c(Nc2ccc3c(c2)OCCO3)n1 returned QS inhibitor -3 and QS inhibitor GFP MFI % -11.
For CCOC(=O)N1CCC(NC(=O)C2CCCN(c3nc4ccccc4o3)C2)CC1 (stereo unspecified) the results were QS inhibitor 4 and QS inhibitor GFP MFI % 16.
CCOC(=O)N1CCC(Nc2nc3ccccc3n3cnnc23)CC1 was read as QS inhibitor -1 and QS inhibitor GFP MFI % 12.

Going on with the list.
Cc1ccc2oc(=O)c3cnn(CC(=O)NC4CCC(C)CC4)c3c2c1 (stereo unspecified) was read as QS inhibitor 9 and QS inhibitor GFP MFI % 13.
For C[C@]12CC[C@@H]3c4ccc(OS(=O)(=O)O)cc4CC[C@H]3[C@@H]1CCC2=O the results were QS inhibitor 1 and QS inhibitor GFP MFI % -2.
For COc1ccc(-n2c(Cc3cccn3C)nnc2SCC(=O)Nc2nccs2)cc1 the results were QS inhibitor 2 and QS inhibitor GFP MFI % 15.
For COc1ccc(Cn2c(=O)[nH]c3cc(C(=O)NCCCN4CCCCC4)ccc3c2=O)cc1 the results were QS inhibitor -4 and QS inhibitor GFP MFI % -23.
For CCCCN(C)CCCNC(=O)CCn1nc(-c2ccccc2)ccc1=O the results were QS inhibitor -3 and QS inhibitor GFP MFI % -21.
`Cc1ccc(C)c(N2CCN(CCCNC(=O)Cn3cc4c(n3)CCC(C)C4)CC2)c1` (stereo unspecified) gave QS inhibitor 1 and QS inhibitor GFP MFI % 10.
For COCCCN1C(=O)c2ccccc2C1C(=O)NC1CCCCCC1 (stereo unspecified) the results were QS inhibitor 0 and QS inhibitor GFP MFI % -3.
Screening COc1ccc(CN2CCCC(C(=O)N(C)Cc3ccccc3)C2)cc1OC (stereo unspecified) returned QS inhibitor -5 and QS inhibitor GFP MFI % -46.
`CC(=O)c1c(C)oc2ccc(NS(=O)(=O)c3ccc(O)c(C(=O)O)c3)cc12` gave QS inhibitor 1 and QS inhibitor GFP MFI % 9.
Screening O=C(NCc1nnc(SCC(=O)N2CCCC2)o1)c1c(F)cccc1Cl returned QS inhibitor 1 and QS inhibitor GFP MFI % -17.
CCN1CCN(Cc2ccc(NC(=O)Nc3ccc(OC)cc3)cc2)CC1 was read as QS inhibitor -8 and QS inhibitor GFP MFI % -46.
Cc1nc2cc(C(=O)NCCN3CCOCC3)ccc2n1-c1ccc(F)cc1F was read as QS inhibitor 0 and QS inhibitor GFP MFI % 14.
Cc1noc(/C=C/c2ccco2)c1S(=O)(=O)N1CCC(C(=O)N2CCc3ccccc3C2)CC1 was read as QS inhibitor -2 and QS inhibitor GFP MFI % -8.
CN(C)S(=O)(=O)c1ccc(C(=O)N2CCCC2c2nc3ccccc3s2)cc1 (stereo unspecified) was read as QS inhibitor -3 and QS inhibitor GFP MFI % -5.
`CCC(=O)N1CCc2cc(S(=O)(=O)NCCC(=O)Nc3ccccc3C)ccc21` gave QS inhibitor -9 and QS inhibitor GFP MFI % -17.
Cc1c(C(=O)N2CCCC2)oc2c1-c1[nH]ncc1CC2 was read as QS inhibitor 1 and QS inhibitor GFP MFI % 0.
`O=C(NCCc1ccccc1)C1CCN(S(=O)(=O)c2cccnc2)CC1` gave QS inhibitor -1 and QS inhibitor GFP MFI % -3.
For COc1ccc(CNC(=O)c2cc(-c3cccs3)on2)cc1 the results were QS inhibitor -5 and QS inhibitor GFP MFI % -26.
Screening CC(=O)c1ccc(N2CCN(C(=O)c3cc(C)on3)CC2)cc1 returned QS inhibitor 1 and QS inhibitor GFP MFI % 2.
O=C(CCN1CCN(c2ccc(Cl)cc2)CC1)Nc1ccccc1F was read as QS inhibitor -1 and QS inhibitor GFP MFI % -21.
For Cc1cc2ccccc2c(=O)n1CC(=O)NCC(=O)N1CCN(c2ccccc2F)CC1 the results were QS inhibitor 0 and QS inhibitor GFP MFI % -10.
Screening c1ccc(-c2noc(-c3ccc4ccccc4c3)n2)cc1 returned QS inhibitor -5 and QS inhibitor GFP MFI % -8.
For Cc1cccc(-n2nnc(C(=O)NCc3ccc4c(c3)OCO4)c2N)c1 the results were QS inhibitor -5 and QS inhibitor GFP MFI % -5.
`CCOC(=O)C1=C(C)NC(C)=C(C(=O)OC)C1c1cccc([N+](=O)[O-])c1` (stereo unspecified) gave QS inhibitor 8 and QS inhibitor GFP MFI % 52.
Nc1cccc2c1C(=O)N(c1ccccc1)C2=O was read as QS inhibitor 2 and QS inhibitor GFP MFI % 12.
COc1ccc(S(=O)(=O)Cc2ccc(C(=O)N3CCN(C4CCCCC4)CC3)o2)cc1 was read as QS inhibitor 0 and QS inhibitor GFP MFI % 8.
Screening CCCOc1ccc(C(=O)NCCCn2ccnc2)cc1 returned QS inhibitor 1 and QS inhibitor GFP MFI % -1.
Screening O=C(CN(Cc1ccc2c(c1)OCO2)C(=O)CNS(=O)(=O)c1ccccc1)NCc1ccco1 returned QS inhibitor 21 and QS inhibitor GFP MFI % 37.
For CCNS(=O)(=O)c1ccc(NC(=O)c2cc(C(F)(F)F)nn2C)cc1 the results were QS inhibitor -2 and QS inhibitor GFP MFI % -2.
For CCC(C)(C(=O)NC1CCCCC1)N(C(=O)c1cnccn1)c1c(C)n(C)n(-c2ccccc2)c1=O (stereo unspecified) the results were QS inhibitor 2 and QS inhibitor GFP MFI % 14.
CCN(CC)C(=O)c1sc(NC(=O)c2ccco2)c(C#N)c1C was read as QS inhibitor -3 and QS inhibitor GFP MFI % -29.
Screening Cc1ccc(Cn2nc(C)c(NC(=O)c3cc(-c4ccc5c(c4)OCO5)on3)c2C)cc1 returned QS inhibitor 1 and QS inhibitor GFP MFI % 24.
COc1ccccc1CN1C(=O)CCC1(C)C(=O)NCc1cccnc1 (stereo unspecified) was read as QS inhibitor 5 and QS inhibitor GFP MFI % 7.
O=C(CCn1nc(-c2ccccc2)ccc1=O)NCCCN1CCCCCC1 was read as QS inhibitor -2 and QS inhibitor GFP MFI % -2.
COc1ccc(-n2c(=O)[nH]cc(C(=O)Nc3ccc(NC(C)=O)cc3)c2=O)cc1 was read as QS inhibitor 2 and QS inhibitor GFP MFI % 4.
Cc1c(NC(=O)c2ccc(=O)oc2)c(=O)n(-c2ccccc2)n1C was read as QS inhibitor -1 and QS inhibitor GFP MFI % -6.
O=C(CN(Cc1ccco1)C(=O)CNS(=O)(=O)c1ccc(F)cc1)NCCc1ccccc1 was read as QS inhibitor -2 and QS inhibitor GFP MFI % -7.
For CC(C)(C)OC(=O)N1CCC(c2c(C(=O)O)cnn2-c2ccccc2Cl)CC1 the results were QS inhibitor -2 and QS inhibitor GFP MFI % -2.
For CC1(C)CC(=O)C(C=Nc2ccc3c(c2)OCO3)=C(O)C1 the results were QS inhibitor 0 and QS inhibitor GFP MFI % 4.
`CCCCOCCCNC(=O)c1cccs1` gave QS inhibitor -1 and QS inhibitor GFP MFI % -23.
`COc1ccc(C(=O)CCC(=O)N2CCN(c3ccc(N4CCOCC4)nn3)CC2)cc1` gave QS inhibitor 0 and QS inhibitor GFP MFI % -21.
For CCOc1ccc(S(=O)(=O)n2c(C)nc3ccccc32)cc1 the results were QS inhibitor 0 and QS inhibitor GFP MFI % 0.
Screening Cn1c(SCC(=O)NCC2CCCO2)nc2c([nH]c3ccccc32)c1=O (stereo unspecified) returned QS inhibitor -4 and QS inhibitor GFP MFI % -10.
CCOC(=O)C1CCCN(c2c(NCCCN(C)Cc3ccccc3)c(=O)c2=O)C1 (stereo unspecified) was read as QS inhibitor -4 and QS inhibitor GFP MFI % -13.

Screening data deposited in PubChem BioAssay by NMMLSC.
